Diaphorase act = compounds boosting diaphorase resazurin reduction – biochemical, uHTS, resorufin fluorescence, counter-screen for diaphorase-coupled primary assays, primary screen | 0.005% of 190,000 active | Diaphorase/resazurin coupled assay, 16 min; hits give high values; 1 = vehicle wells, 0 = NADH-free wells | activation factor at 20 µM;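 active = diaphorase activity raised at least twofold by the compound at 20 µM; inactive = activation factor below 2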
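Assay system: bacterial diaphorase enzyme (C. kluyveri) / Input: enzyme 0.07 U/mL final / Medium: 50 mM HEPES pH 7.4 with 4.542 mM MgCl2, 0.005% Tween 20 / Doses: single compound dose of 20 µM, 1% DMSO final / Incubation: 16 min enzyme reaction, ambient temperature / Signal: fluorescence, excitation 544 nm and emission 590 nm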
Diaph inh CS = diaphorase inhibitors and chemical oxidizers, primary screen, counter-screen for diaphorase-coupled primary assays, biochemical, uHTS, resorufin fluorescence | diaphorase resazurin-to-resorufin fluorescence, NADH, 16 min; bacterial (C. kluyveri) enzyme, not human | inhibition, % at 20 µM | 0.69% of 190,000 active | AID 1217, 2008;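 active = primary screen inhibition at 20 µM above a set limit, cut at about 50% in these data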;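 note: plate controls were DMSO with full reaction for no effect and wells lacking NADH for full effect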
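Test system: Clostridium kluyveri diaphorase enzyme / Quantity: diaphorase at 0.14 U/mL in enzyme working solution / Incubation: 16-min room-temperature incubation before reading / Benchmarks: NADH-free wells as positive control, DMSO-only neutral wells / Signal: resorufin fluorescence 544/590 nm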
TNAP inh no acc = human TNAP enzyme inhibitors, primary screen, biochemical, luminescent, no phosphate acceptor, uHTS; AID 1012, 2008; 0.26% of 200,000 active; inhibition, % at 20 µM; purified TNAP, CDP-star luminescence, 30 min; Alkaline phosphatase, tissue-nonspecific isozyme (Homo sapiens), P05186;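 active = tissue-nonspecific alkaline phosphatase inhibition above about 50% at 20 µM in the single-dose screen, limit read from the data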;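 note: 0% = DMSO negative control and 100% = EDTA positive control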
Target sequence (P05186 whole entry, looked up): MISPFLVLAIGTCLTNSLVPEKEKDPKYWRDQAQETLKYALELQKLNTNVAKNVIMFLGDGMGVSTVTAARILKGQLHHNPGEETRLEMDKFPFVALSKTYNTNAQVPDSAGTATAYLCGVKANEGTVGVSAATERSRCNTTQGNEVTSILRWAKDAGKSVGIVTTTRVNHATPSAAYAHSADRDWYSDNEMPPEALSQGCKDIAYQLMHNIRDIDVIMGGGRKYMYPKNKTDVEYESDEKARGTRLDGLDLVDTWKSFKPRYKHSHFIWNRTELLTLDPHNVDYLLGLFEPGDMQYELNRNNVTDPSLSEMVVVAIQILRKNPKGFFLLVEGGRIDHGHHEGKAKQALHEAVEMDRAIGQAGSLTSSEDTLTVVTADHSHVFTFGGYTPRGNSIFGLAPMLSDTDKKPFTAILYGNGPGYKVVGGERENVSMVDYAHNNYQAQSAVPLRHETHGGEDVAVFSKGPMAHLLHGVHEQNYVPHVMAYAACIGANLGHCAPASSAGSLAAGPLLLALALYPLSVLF
bIAP activator = bovine intestinal alkaline phosphatase activators, primary screen, biochemical, bovine IAP, CDP-star luminescence. alkaline phosphatase, intestinal [Bos taurus]. purified bovine IAP, 30 min; hits give high values; fold of DMSO-control signal, blank-subtracted. activation factor at 20 µM. 0.17% of 200,000 active. AID 1016, 2008;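 active = activation factor of 2 or more at 20 µM, a signal rise over negative controls twice the positive control's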
TNAP inh hiacc = human TNAP enzyme inhibitors, primary screen, biochemical, luminescent, high phosphate acceptor level, uHTS | Alkaline phosphatase, tissue-nonspecific isozyme (Homo sapiens), P05186 | purified TNAP, CDP-star luminescence, 1 M DEA | inhibition, % at 20 µM | 0.03% of 200,000 active | AID 1135, 2008;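 active = over 50% inhibition of tissue-nonspecific alkaline phosphatase at 20 µM in the single-dose screen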;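 note: plate controls were DMSO wells for no effect and EDTA-quenched wells as full inhibition for full effect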
PMI act hi M6P = human PMI activators, high substrate, primary screen, biochemical, fluorescence intensity, near-saturating mannose 6-phosphate; coupled PMI enzyme assay, resazurin fluorescence, 20 min; hits give high values; 1 = untreated enzyme, 0 = substrate-free blank; activation factor at 20 µM; 0.34% of 190,000 active; AID 1216, 2008;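 active = activation factor of 2 or more at 20 µM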
Target sequence (P34949 whole entry, looked up): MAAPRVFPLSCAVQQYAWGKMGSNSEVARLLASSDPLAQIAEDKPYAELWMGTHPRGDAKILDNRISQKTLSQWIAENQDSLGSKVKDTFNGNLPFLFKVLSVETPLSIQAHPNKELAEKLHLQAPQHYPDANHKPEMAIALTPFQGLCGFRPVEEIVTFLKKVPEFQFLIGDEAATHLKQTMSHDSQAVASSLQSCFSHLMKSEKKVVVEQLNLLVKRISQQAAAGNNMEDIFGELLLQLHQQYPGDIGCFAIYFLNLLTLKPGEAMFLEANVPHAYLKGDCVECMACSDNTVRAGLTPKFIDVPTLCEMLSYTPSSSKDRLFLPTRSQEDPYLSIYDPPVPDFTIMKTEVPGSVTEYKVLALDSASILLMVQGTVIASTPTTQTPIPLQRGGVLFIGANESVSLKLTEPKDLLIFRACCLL
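Material: human phosphomannose isomerase with PGI, G6PDH, diaphorase coupling enzymes; amount: PMI at 15 ng/mL final; also added: Mannose-6-phosphate 1.0 mM (near-saturating) plus 0.22 mM NADP+; incubation: enzyme reaction with compound 20 min at room temperature; signal: resorufin fluorescence (Ex 544/Em 590 nm) from resazurin via diaphorase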
bIAP inh = bovine intestinal alkaline phosphatase inhibitors, primary screen, selectivity assay for TNAP inhibitor project, biochemical, bovine IAP, CDP-star luminescence | alkaline phosphatase, intestinal [Bos taurus] | purified bovine IAP, 30 min | inhibition, % at 20 µM | 190,000 tested, under 10 active | AID 1019, 2008;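 active = over 50% inhibition of intestinal alkaline phosphatase at 20 µM in the single-dose screen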
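Assay system – bovine IAP enzyme · Quantity – bovine IAP at 1/65,000,000 final dilution · Detection – CDP-star luminescence signal · Times – 30 min reaction at room temperature · Also added – CDP-star substrate at 30 µM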
TNAP act hi DEA = TNAP activators at high phosphate acceptor level, primary screen, biochemical, luminescence, uHTS. AID 1136, 2008. purified TNAP, CDP-star luminescence, 1 M DEA, 30 min; hits give high values; 0 = EDTA background, 1 = DMSO-only activity. activation factor at 20 µM. 200,000 tested, under 10 active;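 active = activation factor at least 2 at 20 µM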
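Control set: EDTA negative control, DMSO positive control / Assay system: human TNAP / Quantity: TNAP 1/800 final / Evaluation: TNAP activation factor scaled between EDTA and DMSO control wells / Measured by: luminescent substrate turnover signal / Compound dosing: one dose, 20 µM / Times: 30 min enzyme reaction at room temperature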
L major viab = Leishmania major promastigote growth inhibition, primary screen | Leishmania major promastigotes, resazurin fluorescence viability | inhibition, % at 10 µM | 9% of 200,000 active; in the data active = inhibition above about 50%;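 note: promastigotes grown with compound for 44 hours at 28 °C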
PMI activator = activators of human PMI, primary screen, biochemical, fluorescence intensity, near-Km mannose 6-phosphate; Mannose-6-phosphate isomerase (Homo sapiens), P34949; purified human PMI, coupled resazurin fluorescence, 20 min; hits give high values; 1 = vehicle control, 0 substrate-free wells; activation factor at 20 µM; 0.005% of 190,000 active; AID 1214, 2008;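 active = activation factor of 2 or more at 20 µM, relative to plate controls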
An asterisk follows results filed as active. An excerpt; rates above refer to the full screens.

SMILES	Diaphorase act	Diaph inh CS	TNAP inh no acc	bIAP activator	TNAP inh hiacc	PMI act hi M6P	bIAP inh	TNAP act hi DEA	L major viab	PMI activator
CCCNC(=O)c1c(N)n(Cc2ccc3c(c2)OCO3)c2nc3ccccc3nc12	0.7	26	-15	1.1	-1	0.7	-11	1	0	0.7
COC(=O)C1CN(C#N)N(c2ccc(Cl)cc2)C12c1ccccc1-c1ccccc12 (stereo not given)	0.9	8	-2	0.9	-1	1	6	1	100*	1
CC(=O)Nc1ccccc1C(=O)OCC(=O)c1cccc2ccccc12	0.8	19	-10	0.9	-4	1	6	1	-3	1
O=C1NC(=O)C2=Cc3ccc(O)cc3OC2(O)N1 (stereo not given)	0.8	16	19	1	16	1	-1	0.8	-2	0.9
OCC1(CO)COC(c2cccnc2)N1 (stereo not given)	0.9	6	-13	0.9	-5	1	9	1.1	-6	1
CC(=NCCN1CCOCC1)c1c(O)n(C2CCCCC2)c(=O)[nH]c1=O	0.9	6	-2	1.1	-8	1	-8	1.1	3	1.1
COc1ccc(C2=NCc3nnc(C)n3-c3ccc(Cl)cc32)cc1Cl	1.1	-6	-6	1	-2	1.1	-1	1	8	1.1
O=C1NC(=O)N(Cc2ccccc2)C(=O)/C1=C/c1cnn(-c2ccccc2)c1	1.1	-7	7	0.8	4	1.1	19	1	1	1.2
CCCC1(CCC)C(=O)NC(=Nc2ccc(C)cc2)NC1=O	0.9	7	3	1.3	-2	1	-29	1	-1	1
CNC(=O)Oc1cccc(-c2cn3cc(Cl)ccc3n2)c1	0.9	5	-10	0.9	-4	1	9	1	14	1
COc1cccc(N2CCN(Cc3ccc(Cl)cc3)CC2)c1	1	3	-11	1	-5	1.1	-4	1	38	1
O=c1[nH]c(=S)n(-c2ccc(Cl)cc2)c(O)c1C=Nc1ccc(N2CCOCC2)cc1	0.8	16	-8	1.1	-3	0.7	-14	1	-2	1
CC1N(O)C2CCCCCC2N1O (stereo not given)	0.9	6	-15	0.8	-7	1.4	16	1.1	-6	1.2
CCCC/C(=N\O)c1c[nH]c2ccccc12	0.9	10	2	0.9	0	1	13	1	0	0.9
CN1CCN(C(=O)OC2c3nccnc3C(=O)N2c2ccc(Cl)cn2)CC1 (stereo not given)	0.9	7	-8	1	2	1	2	1	-8	1
CCc1ccc(OCC(=O)N2CCN(Cc3ccc4c(c3)OCO4)CC2)cc1	0.8	17	-7	1.1	-4	1	-7	1	83*	0.9
CC(C)(C)c1cc([N+](=O)[O-])cc(C(C)(C)C)c1O	0.8	17	22	1.1	30	0.8	-9	0.7	15	1.1
CCCCCn1c(=O)c(C(=O)Nc2cnccn2)c(O)c2ccccc21	0.9	10	-7	1	-6	1.1	-5	1.1	98*	1
CN1CCN(c2cc(N3CCNCC3)ccc2[N+](=O)[O-])CC1	1	-1	10	0.9	18	0.6	6	0.8	44	0.9
COc1ccc(/C=C2\C(=O)NC(=O)N(Cc3ccccc3)C2=O)c(OC)c1OC	1.1	-11	-8	1.2	-3	1.2	-16	1	-7	1.2
COC(=O)c1ccc(N2CCN(C)CC2)c([N+](=O)[O-])c1	1.1	-8	0	1.2	2	1	-20	1	1	1
CN1C[C@H](CO)C=C2c3cccc4[nH]cc(c34)C[C@H]21	0.9	10	-6	1.3	3	0.3	-28	1	-5	0.6
COc1cc2c(cc1O)C[C@H]1NCCc3cc4c(c-2c31)OCO4	0.7	28	-3	0.8	-3	0.5	18	1	99*	0.9
CCC(C)n1c(O)c(C(c2ccccn2)c2c(O)n(C(C)CC)c(=S)[nH]c2=O)c(=O)[nH]c1=S (stereo not given)	0.8	15	12	1.2	9	1.1	-23	0.9	-7	0.9
CC(=O)C1(c2ccccc2)CCNCC1	0.9	6	-2	0.9	4	0.9	10	1	-7	0.9

The last 3 entries of the section above open the next one:
SMILES	Diaphorase act	Diaph inh CS	TNAP inh no acc	bIAP activator	TNAP inh hiacc	PMI act hi M6P	bIAP inh	TNAP act hi DEA	L major viab	PMI activator
COc1cc2c(cc1O)C[C@H]1NCCc3cc4c(c-2c31)OCO4	0.7	28	-3	0.8	-3	0.5	18	1	99*	0.9
CCC(C)n1c(O)c(C(c2ccccn2)c2c(O)n(C(C)CC)c(=S)[nH]c2=O)c(=O)[nH]c1=S (stereo not given)	0.8	15	12	1.2	9	1.1	-23	0.9	-7	0.9
CC(=O)C1(c2ccccc2)CCNCC1	0.9	6	-2	0.9	4	0.9	10	1	-7	0.9
O=c1[nH]c(=O)n(Cc2ccccc2Cl)c(O)c1C=Nc1ccc(F)cc1	0.8	19	-2	0.8	-4	0.9	15	1	-4	1
CCOC(=O)CNC(=O)CNC(=O)C(Cc1ccc(N(CCCl)CCCl)cc1)NC(C)=O (stereo not given)	0.9	9	-11	1	-8	1.2	4	1.1	-4	1.2
C[N+](C)(C)c1ccccc1	0.9	14	-4	1	-2	0.9	-2	1	6	0.7
c1ccc2c(NC3=NCCS3)cccc2c1	0.9	11	-12	1	-6	1	4	1.1	6	1
CCOC(=O)c1sc(N=Nc2c(O)[nH]c(=O)[nH]c2=O)c(C(=O)OCC)c1C	1	-2	-55	1	4	1	-1	1	59*	0.9
CC(=NCc1cccnc1)c1c(O)n(-c2ccc(C)cc2)c(=O)[nH]c1=O	0.9	8	0	1.1	-7	1	-7	1.1	0	1
Cc1nn(Cc2ccc(Cl)cc2Cl)c(Cl)c1C(=O)O	1	4	-13	1	-2	1.1	1	1	-8	1.1
COc1cccc(/C=C2\N=C(c3cncc(Br)c3)OC2=O)c1	0.9	8	1	1	2	0.9	-2	1	-8	0.9
COc1ccccc1/C=N/N=C(/N)N[N+](=O)[O-]	1	3	-9	0.9	-2	1	12	1	1	1
Fc1ccc(C(OCCN2CCCC2)c2ccc(Br)cc2)cc1 (stereo not given)	0.9	11	-24	0.7	-6	1.1	30	1.1	100*	1.2
CCn1c(O)c(C=Nc2ccc(S(N)(=O)=O)cc2)c(=O)[nH]c1=S	0.8	17	14	1.2	0	1.7	-16	1	56*	1.4
Cc1ccc(-c2nc(N3CCOCC3)s[n+]2-c2ccccc2)cc1	0.9	12	-4	0.9	-5	0.6	8	1	20	0.5
O=C1NC(=O)N(c2ccccc2)C(=O)/C1=C/c1ccoc1	1	0	-12	1	1	1.9	-2	1	2	1.7
COc1cccc(OC)c1C1=NCC(=O)Nc2c1oc1ccc(Br)cc21	0.6	37	4	0.9	-1	0.8	8	1	39	0.8
COc1ccc(-c2[nH]ncc2CNC(C)Cc2cccc(C)n2)cc1F (stereo not given)	1	-4	10	1.1	-1	1.1	-7	1	1	1
O=C(Nc1cccc(C(F)(F)F)c1)c1cccn(Cc2ccc3c(c2)OC(F)(F)O3)c1=O	0.8	20	-9	0.9	-2	0.8	12	1	-9	0.8
O=C(NCc1cccnc1)NC1CCCCC1	0.9	11	-5	0.9	1	0.9	7	1	-3	0.8
Cc1sc2ncn(CC(=O)N3CCC4(CC3)OCCO4)c(=O)c2c1C	0.9	7	-4	0.9	1	0.9	5	1	-3	0.9
CCCCC1(CN2CCCC2=O)C(=O)NC(=O)NC1=O	1	3	-6	0.9	-4	0.9	8	1	-5	1
COc1ccccc1-n1c(CNCC2CCCO2)nc2ccccc2c1=O (stereo not given)	0.9	6	1	1.2	-4	1	-20	1	-4	1
O=c1[nH]c(=O)n(Cc2ccc(F)cc2)c(O)c1C=NCCCN1CCOCC1	0.8	19	-15	0.9	-7	1	10	1.1	33	1
c1ccc2sc(NC3=NCCN3)nc2c1	1	2	-11	1	1	0.9	4	1	-5	1.1
O=C(Nc1ccc(Cl)cc1C(=O)c1ccccc1)c1ccco1	0.8	17	-11	1	-6	1	-1	1.1	-2	0.9
CCOc1ccc(Cl)cc1CNCCc1ccc(F)cc1	1	1	-20	0.9	-5	1.1	11	1.1	65*	1.1

Of the compounds above, these contain an aryl methoxy group:
SMILES	Diaphorase act	Diaph inh CS	TNAP inh no acc	bIAP activator	TNAP inh hiacc	PMI act hi M6P	bIAP inh	TNAP act hi DEA	L major viab	PMI activator
COc1ccc(C2=NCc3nnc(C)n3-c3ccc(Cl)cc32)cc1Cl	1.1	-6	-6	1	-2	1.1	-1	1	8	1.1
COc1cccc(N2CCN(Cc3ccc(Cl)cc3)CC2)c1	1	3	-11	1	-5	1.1	-4	1	38	1
COc1ccc(/C=C2\C(=O)NC(=O)N(Cc3ccccc3)C2=O)c(OC)c1OC	1.1	-11	-8	1.2	-3	1.2	-16	1	-7	1.2
COc1cc2c(cc1O)C[C@H]1NCCc3cc4c(c-2c31)OCO4	0.7	28	-3	0.8	-3	0.5	18	1	99*	0.9
COc1cccc(/C=C2\N=C(c3cncc(Br)c3)OC2=O)c1	0.9	8	1	1	2	0.9	-2	1	-8	0.9
COc1ccccc1/C=N/N=C(/N)N[N+](=O)[O-]	1	3	-9	0.9	-2	1	12	1	1	1
COc1cccc(OC)c1C1=NCC(=O)Nc2c1oc1ccc(Br)cc21	0.6	37	4	0.9	-1	0.8	8	1	39	0.8
COc1ccc(-c2[nH]ncc2CNC(C)Cc2cccc(C)n2)cc1F (stereo not given)	1	-4	10	1.1	-1	1.1	-7	1	1	1
COc1ccccc1-n1c(CNCC2CCCO2)nc2ccccc2c1=O (stereo not given)	0.9	6	1	1.2	-4	1	-20	1	-4	1

Screening data as filed in PubChem.
